RBX1-CUL1 inh = human ROC1-CUL1 E3 ligase inhibition | 140,000 tested, 0.6% active | AID 1347404 | inhibition, % at 10 µM | in vitro K48 di-Ub FRET, acceptor:donor ratio, 45 min; in the data active means inhibition above about 25%
Target sequence (P62877 whole entry, looked up): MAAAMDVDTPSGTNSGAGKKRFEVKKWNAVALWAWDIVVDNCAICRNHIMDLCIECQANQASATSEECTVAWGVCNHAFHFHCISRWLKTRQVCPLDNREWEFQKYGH
Target sequence (Q13616 whole entry, looked up): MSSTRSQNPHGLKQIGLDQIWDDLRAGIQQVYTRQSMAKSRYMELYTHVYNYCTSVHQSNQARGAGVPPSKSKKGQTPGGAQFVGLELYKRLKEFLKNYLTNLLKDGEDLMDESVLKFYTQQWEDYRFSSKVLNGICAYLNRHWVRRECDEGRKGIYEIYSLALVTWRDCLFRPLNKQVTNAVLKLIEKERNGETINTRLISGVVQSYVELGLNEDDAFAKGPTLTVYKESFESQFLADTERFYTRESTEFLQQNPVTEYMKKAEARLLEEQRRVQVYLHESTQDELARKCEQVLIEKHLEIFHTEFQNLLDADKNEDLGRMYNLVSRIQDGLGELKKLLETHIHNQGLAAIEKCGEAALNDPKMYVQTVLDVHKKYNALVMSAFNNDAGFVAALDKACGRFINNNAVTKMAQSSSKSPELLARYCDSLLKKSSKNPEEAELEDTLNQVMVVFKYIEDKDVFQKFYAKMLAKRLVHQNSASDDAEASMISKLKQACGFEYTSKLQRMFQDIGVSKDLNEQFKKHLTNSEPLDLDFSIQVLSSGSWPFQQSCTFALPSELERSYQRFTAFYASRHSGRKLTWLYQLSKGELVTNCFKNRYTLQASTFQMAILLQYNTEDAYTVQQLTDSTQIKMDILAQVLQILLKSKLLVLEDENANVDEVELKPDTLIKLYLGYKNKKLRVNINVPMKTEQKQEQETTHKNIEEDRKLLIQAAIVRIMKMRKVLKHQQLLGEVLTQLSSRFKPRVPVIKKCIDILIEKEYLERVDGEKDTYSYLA
Starred values were filed as active, the others as inactive. The list is partial, so the mix of outcomes need not match the whole.

RBX1-CUL1 inh | Molecule
-4.3 | Cc1ccc(NC(=O)c2c(C)nc3sc(C(=O)Nc4ccc(F)cc4)c(N)c3c2-c2ccc(C)o2)c(C)c1
-5.3 | CCCCOC(=O)c1ccc(NC(=O)c2cc(-c3cccs3)on2)cc1
-1.5 | CC(C)CN1CCc2nc(Nc3ccc(F)cc3F)ncc2C1
3.2 | O=S(=O)(Nc1ccc(-c2ccc(N3CCCC3)nn2)cc1)c1ccccc1Cl
-1.9 | CCCOc1ccc(C2Nc3cccc4cccc(c34)N2)cc1
3.3 | CC(=O)c1sccc1-c1ccccc1
0.3 | C=CCOc1c(Cl)cc(/C=C2\C(=O)NC(=S)N(c3ccc(F)cc3)C2=O)cc1OC
5.8 | Cc1cnc(CNCC2(O)CCCN(Cc3cccc(F)c3F)C2=O)cn1 (stereo not given)
-8.4 | COc1c(Br)cc2c(cc(C)n2-c2ccccc2)c1OCC(O)CNC(C)C (stereo not given)
1.8 | Cc1cccc(-c2nc3nc(C)cc(N4CCN(c5ccccc5)CC4)n3n2)c1
-0.5 | O=C(CSc1nnc2ccccn12)Nc1nsc(-c2ccccc2)n1
-7.1 | O=C(CC(c1cccs1)N1Cc2ccccc2C1=O)Nc1ccccc1 (stereo not given)
-6.4 | CCOc1ccc(Br)cc1S(=O)(=O)Nc1cccc(-c2ccc(OC)nn2)c1
1.6 | Cc1cc(C)cc(NS(=O)(=O)c2ccc3c(c2)C(=O)C(C(=O)NC2CCCCC2)C=N3)c1 (stereo not given)
-4.5 | C=Cc1ccc(Cn2ccn(-c3ccc(F)c(F)c3)c(=O)c2=O)cc1
2.3 | CCOC(=O)C(C#N)Cc1csc2ccc(Cl)cc12 (stereo not given)
5.3 | Cc1ccc(Cl)cc1NC(=O)C(C)n1nnc2sc3c(c2c1=O)CCCC3 (stereo not given)
-5.9 | CCc1ccc(-n2c(=O)c3cccnc3n2CC(=O)NCc2ccc(C)cc2)cc1
1.0 | O=C(Nc1nnc2n1CCS2)c1ccccc1C(F)(F)F
0.6 | CCNC(=O)c1cn(CC(C)C)cc(C(=O)N2CCCCC2CC)c1=O (stereo not given)
6.1 | CC(C)(C)c1cc(N)nc(C(C)(C)C)n1
2.0 | O=C(Cn1nnc(-c2ccc(C(F)(F)F)cc2)n1)NCCc1ccccc1
-10.0 | COc1ccccc1NC(=O)c1sc2nc(C)c(C(=O)Nc3ccc(C)cc3C)c(-c3ccc(Br)cc3)c2c1N
-0.8 | CCCCn1c(=O)c2oc3ccccc3c2n(CC(=O)Nc2cc(C)ccc2C)c1=O
2.8 | CC(C)Oc1ccc(CNC(=O)CCCn2c(=O)c3cccn3c3cccnc32)cc1
-8.4 | O=C1N(Cc2ccc(F)c(F)c2)CCCC1(O)CNCc1ccon1 (stereo not given)
11.2 | COC(OC)C12c3ccccc3C(c3ccccc31)C1C(=O)N(c3ccc(I)cc3)C(=O)C12 (stereo not given)
0.5 | COc1ccc(NC(=O)CCCN2C(=O)C(c3ccccc3)Oc3cccnc32)c(OC)c1 (stereo not given)
-6.7 | Cc1ccc(N(CC(=O)Nc2ccc(C)c(Cl)c2)S(=O)(=O)c2cccs2)cc1
4.8 | COc1ccc(C(=O)COC(=O)c2cccc(S(=O)(=O)N3CCC(C)CC3)c2)cc1OC
-8.8 | CC1CCc2oc3c(cc(NS(=O)(=O)c4ccc(Cl)cc4)c4ccccc43)c2C1 (stereo not given)
2.5 | CCCCc1c(C)c2ccc(OC(C)C(=O)OCC)cc2oc1=O (stereo not given)
0.4 | COc1cccc(CC(=O)N2CCCC(CCC(=O)N3CCN(c4ccccn4)CC3)C2)c1 (stereo not given)
-4.3 | Cc1ccccc1C(=O)Nc1ccccc1OCC(C)C
-2.1 | CC1CC(C)CN(C(=O)CN2C(=O)COc3c(Cl)cccc32)C1 (stereo not given)
6.7 | CCN1CCN(CC(O)COc2cccc(OC)c2)CC1 (stereo not given)
6.9 | Fc1ccc(-c2csc(N3CCC(c4ccccc4)C3)n2)cc1 (stereo not given)
-1.5 | Cn1ncnc1-c1ccnc(NCc2ccc(-c3ccccn3)s2)n1
2.0 | CCCCC1(C)OC(=O)C(=Cc2ccc(OCc3ccc(Cl)cc3)c(OC)c2)C(=O)O1 (stereo not given)
-14.5 | Cn1c(=O)c(-c2cccc(C(F)(F)F)c2)c(-n2cnnc2)c2ccccc21
10.4 | Cc1nn(-c2ccccc2)c2c1N(CC(=O)N1CCN(c3ccc(Cl)cc3)CC1)C(=O)CS2
2.2 | O=C(O)C1=Nc2ncnn2C(c2ccc(Br)cc2)C1 (stereo not given)
3.5 | COc1ccccc1N1CCN(C(=O)COc2ccc3c(c2)CCC3)CC1
-13.4 | CNC(=O)c1ccc2c(c1)CC(C)N2S(C)(=O)=O (stereo not given)
3.4 | CCOc1ccc(N(CC)S(=O)(=O)N2CCCC(C(=O)Nc3ccc(NC(C)=O)cc3)C2)cc1 (stereo not given)
-6.9 | CCOc1ccccc1NC(=NS(=O)(=O)c1ccccc1)C(F)(F)F
-5.4 | CSC(=S)C1(C#N)c2ccccc2C=CN1C(=O)Oc1ccccc1 (stereo not given)
-4.1 | CC1(C)CC(=O)C(C=NCCN2CCN(CCc3ccccc3)CC2)C(=O)C1

Shown in markdown: part of the list above.
| mol | RBX1-CUL1 inh |
| --- | --- |
| CCOc1ccccc1NC(=NS(=O)(=O)c1ccccc1)C(F)(F)F | -6.9 |
| CSC(=S)C1(C#N)c2ccccc2C=CN1C(=O)Oc1ccccc1 (stereo not given) | -5.4 |

(next part)
RBX1-CUL1 inh | Molecule
-1.4 | COc1ccc(C(=O)NC2CCCN(C3CCN(C)CC3)C2)cc1OC (stereo not given)
-11.8 | CC1CCCCN1C(=O)CSc1nc(-c2ccccc2)no1 (stereo not given)
0.4 | COc1ccc(OC)c(NC(=O)Cn2ncc3c2-c2ccccc2OC3)c1
6.1 | CC(Oc1cccc(Cl)c1)C(=O)Nc1cnn(Cc2ccc(Cl)c(Cl)c2)c1 (stereo not given)
-9.1 | Cc1ccccc1Cc1nnc2sc(C3CC3)nn12
0.3 | COc1cc2nc(SCC(=O)Nc3cccc(C)c3)n3nc(-c4ccccc4)nc3c2cc1OC
2.3 | CCOCCCNC(=O)c1ccc(-n2c(-c3ccccc3)cc3c2CCCCC3)cc1
-0.1 | CC1(C)CC1C(=O)NCc1ccccc1 (stereo not given)
0.5 | CC(C)CN1CC(=NC(=O)NCc2ccc(Cl)cc2)c2ccccc2C1=O
7.8 | COc1ccc(CCNC(=O)CNS(=O)(=O)c2ccc(Br)cc2)cc1
4.2 | O=C(O)C1C2CCC(O2)C1C(=O)NC1=NCCS1 (stereo not given)
1.2 | Fc1ccc(CNC2CCCN(c3ncccn3)C2)cc1 (stereo not given)

Shown as comma-separated lines: part of the list above.
smiles,RBX1-CUL1 inh
COc1ccc(C(=O)NC2CCCN(C3CCN(C)CC3)C2)cc1OC (stereo not given),-1.4
CC1CCCCN1C(=O)CSc1nc(-c2ccccc2)no1 (stereo not given),-11.8
COc1ccc(OC)c(NC(=O)Cn2ncc3c2-c2ccccc2OC3)c1,0.4
CC(Oc1cccc(Cl)c1)C(=O)Nc1cnn(Cc2ccc(Cl)c(Cl)c2)c1 (stereo not given),6.1

(more compounds)
RBX1-CUL1 inh | Molecule
1.6 | COc1cccc(NC(=O)N2CCC(Cn3cc(C(C)(C)N)nn3)CC2)c1
-7.2 | OCCC#Cc1ccc(CN2CCN(Cc3ccccc3F)C(CCO)C2)cc1 (stereo not given)
-3.4 | CCOCCc1nn2c(=O)cc(COC(=O)c3ccccc3NC(=O)C3CCCCC3)nc2s1
-4.8 | O=C(CSc1nnc(-c2ccc(Cl)cc2)n1-c1ccccc1)NNC(=O)c1ccccc1O
4.0 | Cc1[nH]c2ccc(OCC(C)C)cc2c(=O)c1CN1CCN(C)CC1
10.3 | COc1cc(OCc2ccccc2)c(C(=O)/C=C/c2ccc3c(c2)OCO3)c(OC)c1OC
-9.0 | COCC(=O)Nc1cc(C(=O)NCCC(C)C)ccc1Cl
5.8 | COCc1cc(C)nc(N/N=C\c2cc(OC)c(OCC(=O)OC)cc2Br)c1C#N
1.0 | CCCC(=O)N1c2nc(C(C)C)nn2C2(CCCCC2)[C@@H]2CCCC[C@@H]21
-9.1 | COCCCNc1nc2nonc2nc1NCc1ccc(Cl)s1
-13.9 | COc1ccccc1N1CCN(c2nc(CNC(=O)c3cccc(F)c3)nc3ccccc23)CC1
4.5 | CCc1nn(CC(=O)NCCc2ccc(OC)c(OC)c2)c(=O)c2cc3occc3n12
-2.4 | CCn1nc(C)c([C@@H]2C[C@H]3CN(Cc4cccnc4)C(=O)[C@]34CCCN24)c1C
6.8 | CCn1ccnc1CN1CCC(C2CCN(CC(C)C)CC2)C1 (stereo not given)
1.0 | Cc1nnc(NC(=O)c2nc(SCc3ccccc3F)ncc2Cl)s1
0.1 | COC(=O)C1=C(C(=O)OC)SC(=C2C(=S)C(C)(C)N(C(=O)c3ccc(-c4ccccc4)cc3)c3cc(C)c(C)cc32)S1
1.6 | CCC(C)(C)NCc1ccncc1
-2.0 | Cc1ocnc1C(=O)NC1CC(=O)N(Cc2ccc(F)cc2)C1 (stereo not given)
-4.6 | Cc1ccc(C(=O)NCC2CCCO2)cc1 (stereo not given)
0.5 | C=CCOc1ccc(CNc2ccc3[nH]c(=O)[nH]c3c2)cc1OC
6.6 | COc1cc(S(=O)(=O)N2CCCCC2C)c(OC)cc1Br (stereo not given)
-12.7 | Cc1nnc2c3ccccc3nc(Nc3cccc(O)c3)n12
-5.3 | Cc1ccc(CSc2nnc(NC(=O)c3oc4ccccc4c3C)s2)cc1
7.8 | Cc1c(CC(=O)N2CCCCC2)c(=O)oc2cc(O)ccc12
-0.9 | CCOC(=O)c1ccccc1NC(=O)c1ccccc1
3.9 | COc1ccc(C(=O)NC(NC(=O)c2ccc(OC)cc2)c2ccccc2Cl)cc1
-22.9 | O=C1NN=C(c2ccccc2)C(=O)C1(Cl)Cl
-0.3 | CCOc1ccc(C2C(C(=O)Nc3ccccc3OC)C(C)=Nc3c(C(=O)Nc4cccc(C)c4)cnn32)cc1 (stereo not given)
-2.3 | COCc1nnc2sc(/C=C/c3ccccc3OC)nn12
8.6 | CC1=C(C(=O)N2CCCCC2)C(c2cccnc2)n2ncnc2N1 (stereo not given)
-6.9 | Cc1ccc2nc3sc(C(=O)Nc4ccc(F)cc4)cc3cc2c1
-3.7 | Cc1cccc(OCc2nnc(SCc3ccc(Cl)cc3)o2)c1
1.1 | CC(C)Oc1ccccc1NC(=O)CSc1nccn1C
1.8 | CCCCn1c(=O)c2c(nc3n(CCO)c(C)cn23)n(C)c1=O
1.2 | Cc1nc(-c2ccc(F)cc2)sc1CCNC(=O)c1cccs1
-2.2 | O=C(Nc1ccc(OC(F)(F)F)cc1)c1noc2c1CCCC2
8.6 | CCOC(=O)C1(Cc2ccc(Cl)cc2)CCN(C(=O)CN(CC)CC)CC1
60.6* | Cc1ccc(OCCCOc2ccc(Br)cc2/C=C2\C(=O)NN(c3ccccc3)C2=O)cc1
2.6 | Cc1cccc(N2CCN(C(=O)c3noc4c3COc3ccc(C)cc3-4)CC2C)c1 (stereo not given)
11.0 | Cc1cc(C)n(Cc2cccc(C(=O)N/N=C/c3ccc([N+](=O)[O-])cc3)c2)n1
5.9 | Cn1c(=O)c2[nH]c(N3CCN(Cc4ccc(F)cc4)CC3)nc2n(C)c1=O
0.5 | S=C(c1ccccc1)N(c1ccccc1)c1ccccc1
-12.6 | CC1(C)CC(=O)C2C(=Nc3ccccc3NC2c2ccccc2)C1 (stereo not given)
-3.1 | CC(=O)c1ccc(NC(=O)CCCCCN2C(=O)c3ccccc3C2=O)cc1
6.6 | CCN1CCN(C(=O)c2ccc3c(c2)N(Cc2cccc(Cl)c2)C(=O)c2ccccc2S3=O)CC1 (stereo not given)
9.5 | O=C(NCc1cccnc1)c1ccc2c(c1)C(=O)N(Cc1cccnc1)C2=O
-2.3 | Cc1ccc(-n2ncc(C(=O)Nc3ccc4c(c3)OCCO4)c2C2CCN(C(=O)OC(C)(C)C)CC2)cc1C
-3.5 | CCOc1ccc(C(=O)C2C(=O)C(=O)N(CCc3ccccc3)C2c2ccc(C)cc2)cc1 (stereo not given)

Three compounds out of the list above, ordered by the value under RBX1-CUL1 inh, smallest number first:
RBX1-CUL1 inh | Molecule
-12.7 | Cc1nnc2c3ccccc3nc(Nc3cccc(O)c3)n12
-2.2 | O=C(Nc1ccc(OC(F)(F)F)cc1)c1noc2c1CCCC2
11.0 | Cc1cc(C)n(Cc2cccc(C(=O)N/N=C/c3ccc([N+](=O)[O-])cc3)c2)n1

Additional records follow:
RBX1-CUL1 inh | Molecule
-3.0 | COc1cccc(NC(=S)NC(=O)Cc2cccc3ccccc23)c1
5.7 | O=C(N/N=C/c1cccs1)c1sc2ccccc2c1Cl
6.2 | CC(C)CCOc1ccc(Br)cc1C(=O)O
-8.4 | Cc1ccc2[nH]c3c(c2c1)CCCC3NCCc1ccccc1 (stereo not given)
1.9 | COc1cc(NC(=O)c2ccc(C(=O)Nc3cc(OC)c(Cl)cc3OC)cc2)c(OC)cc1Cl
6.0 | Cc1cc(=O)n(CN2CCCC2=O)n1-c1ccccc1
-1.2 | CCN(CC)CCNC(=O)C(=O)NCC(c1cccnc1)N1CCN(c2ccccc2)CC1 (stereo not given)
-1.7 | CCN(CC)CCOC(=O)c1ccc(NC(=O)CCn2c(=O)oc3ccccc32)cc1
-7.7 | CCC(C)NC(=O)C1CCC(CNS(=O)(=O)c2ccc(Cl)cc2)CC1 (stereo not given)
1.3 | O=C(CCC1CCCC1)Nc1ccc(Nc2ccccc2)cc1
-1.8 | Cc1cc(C)n2nc(SCc3nnc(SCc4ccc(Cl)cc4)s3)nc2n1
-1.6 | c1coc(CNc2nc3ccccc3n2CCN2CCOCC2)c1
-6.5 | COC(=O)c1ccc(C(=O)OC)cc1
-0.3 | Cc1cccc(Oc2ccc(NC(=O)c3ccccc3F)cc2)c1
4.2 | CC(Oc1cc(Cl)ccc1Cl)C(=O)N1CCOCC1 (stereo not given)
1.8 | Cc1cc(N2CCCCC2)ccc1CC1=NC(=O)N(c2cccc(Cl)c2)C1=O
1.3 | COc1cccc(CNC(=O)c2nn(C)c3c2CS(=O)(=O)c2ccccc2-3)c1
-5.0 | COCCO[C@H]1[C@H](NC(=O)C(C)C)c2ccccc2C12CCN(C(=O)c1cccnc1SC)CC2

High-throughput results deposited in PubChem BioAssay by Icahn School of Medicine at Mount Sinai.
